hK5 inh: human KLK5 protease inhibitors, primary screen, biochemical, 1536-well. Kallikrein-5 (Homo sapiens), Q9Y337. recombinant hK5, fluorogenic AMC substrate cleavage. inhibition, % at 5 µM. 0.59% of 210,000 active. AID 873, 2007;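 active = inhibition of 40% or more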;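 note: 0% = enzyme controls without compound and 100% = no-enzyme blanks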
Target sequence (Q9Y337 67-293 limits assumed): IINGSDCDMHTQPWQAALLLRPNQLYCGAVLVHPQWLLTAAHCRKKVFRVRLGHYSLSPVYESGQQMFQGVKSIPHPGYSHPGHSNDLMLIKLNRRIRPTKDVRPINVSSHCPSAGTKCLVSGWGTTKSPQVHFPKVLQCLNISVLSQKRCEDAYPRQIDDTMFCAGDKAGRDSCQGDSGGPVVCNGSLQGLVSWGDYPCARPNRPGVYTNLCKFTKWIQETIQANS
Wee1 degr inh: Wee1 degradation inhibitors, primary screen, cell-based, HeLa, Wee1K328M-luciferase, luminescence; Wee1-like protein kinase (Homo sapiens), P30291; reporter increase, % at 5 µM; 1.2% of 220,000 active; HeLa Luc-Wee1K328M stability; 100% = proteasome inhibitor MG132 effect; AID 1321, 2008;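 active = activation above the mean of all tested compounds plus 3 SD, set per screening run, cut at about 8.8% in these data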;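 note: cells exposed to compound for 20 h before luminescence read; 0% = DMSO alone and 100% = MG132 at 30 µM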
PERK inh: block of dimerizer-induced PERK translation repression, primary screen, PERK inhibitor project, CHO PERK-DD cells, SEAP luminescence, HTS | Eukaryotic translation initiation factor 2-alpha kinase 3 (Homo sapiens), Q9NZJ5 | 0.17% of 220,000 active | CHO PERK-DD fusion, SEAP luminescence translation reporter | inhibition, % at 5.6 µM;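 active = inhibition above the mean inhibition of all tested compounds plus 3 SD, set separately per screening campaign, cut at about 2.9% in these data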;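 note: PERK kinase domain activated by AP20187 dimerizer at 100 nM; 0% = DMSO with dimerizer and 100% = rapamycin at 8.4 µM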
Furin inh: human furin inhibitors, primary screen, biochemical, fluorescence intensity; purified furin, fluorogenic substrate cleavage; inhibition, % at 30 µM; 0.061% of 220,000 active; in the data active = inhibition above about 25%; note: inactives centre near -15
FXIIa inh 1536: human FXIIa protease inhibitors, primary screen, biochemical, 1536-well; Coagulation factor XII (Homo sapiens), P00748; purified FXIIa, Boc-QGR-AMC fluorogenic substrate, 2 h; inhibition, % at 5 µM; 0.3% of 220,000 active; AID 800, 2007; in the data active = inhibition above about 40%;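 note: 0% = enzyme with no compound and 100% = blank without enzyme; many of its hits are not listed in these tables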
thrombin 1536: human alpha-thrombin inhibitors, primary screen, counter-screen for coagulation protease inhibitor project, biochemical, 1536-well, fluorogenic AMC substrate; Boc-VPR-AMC fluorogenic substrate cleavage; inhibition, % at 5 µM; 0.26% of 220,000 active; AID 1046, 2008;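 active = inhibition at or above 40%; inactive = inhibition below 40%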;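 note: 0% = enzyme with no compound and 100% = wells without enzyme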
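Assay system: human alpha-thrombin enzyme. Reagent: Boc-VPR-AMC substrate, 15 µM final. Compound dosing: one concentration per compound, 5 µM, with 0.2% DMSO. Incubation: room-temperature reaction. Technique: AMC fluorescence, 355/460 nm. Measure: % inhibition relative to enzyme controls and enzyme-free blanks.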
Cl transport mod: KCC2 cotransporter modulators, thallium flux, primary screen, cell-based, HEK293 KCC2, FluoZin-2 fluorescence, MLSMR | KCC2 cells, thallium flux FluoZin-2 fluorescence | B-score of Tl+ flux slope (higher = more flux/activation; lower = inhibition) at 10 µM | 2.2% of 190,000 active | AID 1456, 2008;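 active = thallium flux slope and its plate-corrected score both differing from the plate sample mean at a set confidence after two filtering rounds, in either direction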;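 note: slope of fluorescence scaled to starting intensity during 10 to 20 s after thallium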
FXIa inh: human FXIa protease inhibitors, primary screen, biochemical, 1536-well; AID 798, 2007; Coagulation factor XI (Homo sapiens), P03951; 0.14% of 220,000 active; purified FXIa, Boc-Glu-Ala-Arg-AMC fluorogenic substrate; inhibition, % at 5 µM;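 active = inhibition of at least 40%; inactive = inhibition below 40%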;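 note: fluorescence of freed AMC excited at 355 nm; 0% = enzyme without compound and 100% = no enzyme blank; many of its hits are not listed in these tables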
Target sequence (P03951 19-387 limits assumed): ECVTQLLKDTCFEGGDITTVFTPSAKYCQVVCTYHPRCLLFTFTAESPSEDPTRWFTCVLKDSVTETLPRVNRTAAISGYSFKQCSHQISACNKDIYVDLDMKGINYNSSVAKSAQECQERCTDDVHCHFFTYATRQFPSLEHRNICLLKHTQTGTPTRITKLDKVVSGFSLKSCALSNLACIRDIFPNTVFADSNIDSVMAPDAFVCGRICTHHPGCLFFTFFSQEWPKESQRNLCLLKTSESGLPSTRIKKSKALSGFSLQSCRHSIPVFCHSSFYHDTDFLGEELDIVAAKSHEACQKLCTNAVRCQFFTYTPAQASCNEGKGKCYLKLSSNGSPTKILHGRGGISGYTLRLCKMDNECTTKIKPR
Target sequence (P03951 388-625 limits assumed): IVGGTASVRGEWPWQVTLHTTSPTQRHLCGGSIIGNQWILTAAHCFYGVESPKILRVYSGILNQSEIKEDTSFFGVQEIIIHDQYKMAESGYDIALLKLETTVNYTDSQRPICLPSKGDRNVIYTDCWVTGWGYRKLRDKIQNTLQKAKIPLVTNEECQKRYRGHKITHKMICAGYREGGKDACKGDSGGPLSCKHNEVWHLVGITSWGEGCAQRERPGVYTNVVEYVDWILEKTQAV
p97 inhibitor: inhibitors of human p97 ATPase, primary screen, biochemical. Transitional endoplasmic reticulum ATPase (Homo sapiens), P55072. AID 1481, 2009. recombinant p97 ATPase, Kinase-Glo ATP luminescence, 3 h. inhibition, % at 8 µM. 0.42% of 220,000 active; in the data active = inhibition above about 15%;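 note: 0% = DMSO vehicle and 100% = wells lacking enzyme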
The depositor's hits bear a star; . = not tested or not shown; [ ] = dose if it differs, or a comment. Outcome played no part in choosing rows. About 4.4% of those tested had a hit in this group.

SMILES	hK5 inh	Wee1 degr inh	PERK inh	Furin inh	FXIIa inh 1536	thrombin 1536	Cl transport mod	FXIa inh	p97 inhibitor
Cn1c(=O)oc2cc(S(=O)(=O)N3CCN(c4ccc(F)cc4)CC3)ccc21	3.2	-1.1	0.4	2.3[20 µM]	-1.0	-3.9	-0.213	-0.3	2.3
CCOC(=O)c1ccc(NC(=O)CCc2nc(-c3ccc(C)cc3)no2)cc1	7.9	0.1	-0.7	-12.3[20 µM]	14.5	2.5	-0.287	19.3	-5.2
CC(C)C1=C2OC(N)=C(C#N)C(C#N)=C2C(C)CC1 (stereo not drawn)	-12.0	0.9	1.1	1.9	-13.8	-4.4	-0.00949	-15.2	-4.5
CCOCCCN1C(=O)CN(C2CCCCC2)C(=O)C1c1ccc(OCC)c(OC)c1 (stereo not drawn)	0.0	2.1	-1.4	-16.8	18.0	1.9	-0.0138	4.9	-1.9
CC(=O)Nc1ccc(SC[C@H](c2ccccc2)N2CCN(CCc3ccccc3)CCC2=O)cc1	1.6	.	.	-31.4	8.7	1.6	-0.981	0.4	.
NC(=O)c1ccc(Sc2nnc(-c3cccs3)n2CC2CCCO2)c([N+](=O)[O-])c1 (stereo not drawn)	-2.2	-3.7	0.4	-18.0	-3.5	-4.2	1.38	1.9	1.4
CCN(Cc1ccncc1)C(=S)Nc1ccccc1	-2.1	1.4	-0.1	-21.2	8.3	-1.2	0.0409	-4.1	5.0
COCCn1c(=O)c2c(nc3n2CCN3c2ccc(C)cc2)n(C)c1=O	-19.9	-2.9	1.0	-26.0	7.5	-16.8	-0.766	-4.3	0.9
Cc1[nH]n(-c2ccccc2)c(=O)c1C=Nc1ccc(S(N)(=O)=O)cc1	1.4	-2.3	0.5	1.9	1.9	-2.5	1.07	-0.7	-0.5
CC1(C)CC(=O)C(N=Nc2cc(C(F)(F)F)ccc2Cl)=C(O)C1	-7.1	0.6	0.9	-13.8	3.8	-8.0	-0.111	0.1	2.7
CN(C(=O)COC(=O)c1c[nH]c(=O)[nH]c1=O)C1CCCCC1	-0.5	-3.3	1.1	-21.3[20 µM]	8.1	1.2	-0.432	1.2	2.0
CCc1nc(SCc2ccc(F)cc2)n[nH]1	-6.4	-1.9	-0.4	-13.1	-2.9	.	-0.233	-1.3	0.9
S=C(c1nc2ccccc2[nH]1)N1CCOCC1	-3.1	-1.0	0.5	-10.9[20 µM]	12.2	1.8	0.55	8.9	3.0
CC(C)N(C(=O)CC1ON(C)C(=O)N1c1ccc(Cl)cc1)C(C)C (stereo not drawn)	6.8	1.1	0.2	-21.2	9.2	-11.0	0.688	11.2	5.3
O=C(O)c1ccc(Br)c(S(=O)(=O)N2CCCC2)c1	4.6	1.1	0.4	-30.2	4.2	-4.0	0.287	-6.4	4.7
COc1ccc(-c2csc(NC(=O)c3ccc(S(=O)(=O)N4CCc5ccccc5C4)cc3)n2)cc1	-9.7	-1.7	-0.2	-22.3	5.9	-5.0	0.0461	5.1	1.1
COc1ccc(CC(=O)Nc2nncs2)cc1OC	-4.7	-0.3	0.6	-18.7	20.4	-0.3	.	4.0	2.3
CCOC(=O)c1cnn(Cc2cccc(Cl)c2)c1C	-9.4	5.9	1.9	-17.8	-1.0	-1.2	-0.261	-7.9	0.1
COc1ccc(CC(=O)Nc2cc(NC(=O)Cc3ccc(OC)c(OC)c3)cc(C(=O)O)c2)cc1OC	1.7	2.9	-0.3	-18.4	4.8	-5.4	.	-2.7	4.2
COc1ccc(NC(=O)COC(=O)Cn2nnc3ccccc32)cc1	17.1	-2.8	0.9	-27.0	11.5	-1.6	-0.0449	3.4	1.1
CCc1c(O)nc(SCC(N)=O)n(-c2ccccc2F)c1=O	-7.5	-1.7	0.7	-9.3	5.1	-4.4	.	-8.9	3.8
CCc1nnc(NC(=O)C2CC(=O)N(Cc3ccccc3)C2)s1 (stereo not drawn)	-4.3	0.5	0.1	-18.2	4.7	-2.4	1.39	-6.1	-3.3
CCOc1ccc(CN2C(=O)CC(=O)N(S(=O)(=O)c3ccc(OCC)cc3)C2=O)cc1	-3.4	0.5	1.3	-13.8	0.0	-19.3	-0.282	-1.4	1.7
CC1(C)Oc2ccc3ccc(=O)oc3c2/C(=C/Nc2ccccn2)C1=O	-6.2	-1.2	0.1	-12.6	4.5	-4.9	0.733	0.5	-3.8
Oc1ccccc1CN1CCC(C(O)(c2ccccc2)c2ccccc2)CC1	-11.9	-0.3	-1.0	-29.5	9.2	-5.0	1.18	6.8	2.9
CCn1c(SCC(=O)O)nnc1-c1cccnc1	-2.2	-1.9	0.0	-18.1	5.1	-16.4	-0.0131	-7.2	-1.2
CCOC(=O)c1cccc(NC(=O)C2CCN(S(=O)(=O)c3cccs3)CC2)c1	-8.6	-2.1	-0.8	-17.9[20 µM]	17.6	3.5	.	5.4	-2.0
Cc1ccc(C(=O)Nn2cnc3scc(-c4cccs4)c3c2=O)c(O)c1	-8.7	1.9	0.4	12.4[20 µM]	17.5	1.6	-1.49	13.7	4.8
Cc1cccc(C(=O)N2CCc3cc(-c4nc(NC(=O)Cn5nnc6ccccc6c5=O)sc4C)ccc32)c1	15.8	3.1	0.2	-20.3	12.6	-3.9	-0.546	3.8	9.8
CCN(CC)c1ccc(C(=O)OCC(=O)Nc2cccc(S(=O)(=O)NC3=NCCCCC3)c2)cc1	-10.6	-1.6	-0.1	-8.6	15.6	2.8	-1.69	5.8	2.4
Cc1csc(SCC(=O)Nc2nc(-c3ccccc3)cs2)n1	-6.5	-0.2	0.2	-10.1[20 µM]	12.7	4.6	.	-3.4	-1.6
NS(=O)(=O)c1ccc(N/C=C\C(=O)c2ccncc2)cc1	0.8	-2.1	1.3	-18.2	6.9	-7.2	0.267	-2.8	7.9
COc1cccc2c1OCC/C2=N\NC(=O)COc1ccc(C)cc1	-12.6	4.7	2.5	-28.0	8.1	-5.6	.	2.2	1.7
COC(=O)c1cn(NC(=O)C2CCCCC2)c(=O)c2ccccc12	-15.8	0.3	-0.3	-14.7	-5.4	-6.0	0.582	-1.3	4.4
O=C(NCCC1=CCCCC1)C1CCC(CNc2c(N3CCCCC3)c(=O)c2=O)CC1 (stereo not drawn)	-2.9	6.7	0.7	-18.1	1.3	-6.2	0.00431	-1.5	-0.5
Cc1cc(O)c(/C=N/Nc2ccccc2Cl)c(=O)o1	-9.6	1.4	0.6	-17.7[20 µM]	17.5	4.2	0.0463	-0.9	3.2
Cc1cc(C)cc(OCCCC(=O)O)c1	-24.1	-1.7	0.8	-3.7[20 µM]	9.7	1.8	.	-6.3	1.5
O=C(CCNC(=O)c1ccccc1Cl)Nc1cc(C(F)(F)F)ccc1Cl	-6.3	-2.2	0.1	-23.8	11.9	-1.5	-0.203	5.7	1.9
Cc1cc2ccccc2c(=O)n1CC(=O)NC1CCCCCC1	-23.2	-1.3	-0.2	-11.2[20 µM]	14.6	-0.9	-0.203	6.3	1.1
Cc1ccccc1NC(=O)C1CC(=O)N(Cc2ccccc2)C1 (stereo not drawn)	-0.8	2.5	-0.3	-21.1	8.7	0.9	-1.07	2.0	2.3
O=C(O)c1cc(S(=O)(=O)NCC2CCCO2)ccc1Cl (stereo not drawn)	1.0	0.3	0.8	-17.0	11.3	-3.5	1.07	-2.0	4.3
CCOC(=O)N1CCN(C(=O)c2ccc(N(Cc3ccccc3)S(C)(=O)=O)cc2)CC1	-7.4	-1.6	-1.7	-27.7[20 µM]	4.7	-0.4	0.561	-8.3	0.7
COCCNC(=O)c1cc2cc(Br)cc(Br)c2oc1=O	-3.1	-0.6	1.1	-30.0	5.1	11.6	0.137	0.7	5.0
CC1(C)NC(=O)N(CC(=O)OCc2cc(=O)n3cc(Br)ccc3n2)C1=O	-7.1	-1.9	1.0	-10.0	.	-9.4	1.87	-7.0	-0.2

An excerpt from above in order of molar mass, lowest first:
SMILES	hK5 inh	Wee1 degr inh	PERK inh	Furin inh	FXIIa inh 1536	thrombin 1536	Cl transport mod	FXIa inh	p97 inhibitor
Cc1cc(C)cc(OCCCC(=O)O)c1	-24.1	-1.7	0.8	-3.7[20 µM]	9.7	1.8	.	-6.3	1.5
Cc1cc(O)c(/C=N/Nc2ccccc2Cl)c(=O)o1	-9.6	1.4	0.6	-17.7[20 µM]	17.5	4.2	0.0463	-0.9	3.2
NS(=O)(=O)c1ccc(N/C=C\C(=O)c2ccncc2)cc1	0.8	-2.1	1.3	-18.2	6.9	-7.2	0.267	-2.8	7.9
Cc1ccccc1NC(=O)C1CC(=O)N(Cc2ccccc2)C1 (stereo not drawn)	-0.8	2.5	-0.3	-21.1	8.7	0.9	-1.07	2.0	2.3
Cc1cc2ccccc2c(=O)n1CC(=O)NC1CCCCCC1	-23.2	-1.3	-0.2	-11.2[20 µM]	14.6	-0.9	-0.203	6.3	1.1
O=C(O)c1cc(S(=O)(=O)NCC2CCCO2)ccc1Cl (stereo not drawn)	1.0	0.3	0.8	-17.0	11.3	-3.5	1.07	-2.0	4.3
COC(=O)c1cn(NC(=O)C2CCCCC2)c(=O)c2ccccc12	-15.8	0.3	-0.3	-14.7	-5.4	-6.0	0.582	-1.3	4.4
COc1cccc2c1OCC/C2=N\NC(=O)COc1ccc(C)cc1	-12.6	4.7	2.5	-28.0	8.1	-5.6	.	2.2	1.7
Cc1csc(SCC(=O)Nc2nc(-c3ccccc3)cs2)n1	-6.5	-0.2	0.2	-10.1[20 µM]	12.7	4.6	.	-3.4	-1.6
Cc1ccc(C(=O)Nn2cnc3scc(-c4cccs4)c3c2=O)c(O)c1	-8.7	1.9	0.4	12.4[20 µM]	17.5	1.6	-1.49	13.7	4.8
O=C(CCNC(=O)c1ccccc1Cl)Nc1cc(C(F)(F)F)ccc1Cl	-6.3	-2.2	0.1	-23.8	11.9	-1.5	-0.203	5.7	1.9
O=C(NCCC1=CCCCC1)C1CCC(CNc2c(N3CCCCC3)c(=O)c2=O)CC1 (stereo not drawn)	-2.9	6.7	0.7	-18.1	1.3	-6.2	0.00431	-1.5	-0.5
CCN(CC)c1ccc(C(=O)OCC(=O)Nc2cccc(S(=O)(=O)NC3=NCCCCC3)c2)cc1	-10.6	-1.6	-0.1	-8.6	15.6	2.8	-1.69	5.8	2.4
Cc1cccc(C(=O)N2CCc3cc(-c4nc(NC(=O)Cn5nnc6ccccc6c5=O)sc4C)ccc32)c1	15.8	3.1	0.2	-20.3	12.6	-3.9	-0.546	3.8	9.8
